PTAP TSG101 blk: qHTS Assay for Iinhibitors of HIV-1 Budding by Blocking the Interaction of PTAP/TSG101 | Tumor susceptibility gene 101 protein (Homo sapiens), Q99816 | Fluorescence polarization, FITC-PTAP peptide / Tsg101 binding | Potency, µM (titrated, usually from 115 µM), for inactives: top-dose activity change, negative = inhibition, hits mostly inhibitors | 340,000 tested, under 10 active | AID 493005, 2010; active means well fitted inhibition curve with a large enough effect in the main read-out, with a control signal flat, not every such curve was filed as active; inconclusive means small, poorly fitted or top-dose-only effect, or effect the other way, or a change in a side signal; inactive means no such curve, though single readings can be large or run the other way; further: potency means the concentration at half of the fitted maximal effect; % of control where 0% means no effect
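FP read-out: FITC-PTAP peptide, 50 nM final, binding Tsg101 binding domain, 10 uM final; 20 min, r.t.; 10 mM HEPES pH 7.5, 0.15 M NaCl, 0.01% Tween 20, 3 mM EDTA, 0.1 mM TCEP.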
a7 integrin act: qHTS for Activators of Integrin-Mediated Alleviation for Muscular Dystrophy; alpha7betagal myoblasts, beta-gal FDG fluorescence, 48 h; AID 624291, 2012; Potency, µM (titrated, usually from 38.3 µM), without a hit: at the highest dose activation, hits mostly activators; hit rate 0.064% among 350,000;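 further: potency means the concentration at half of the fitted maximal effect; 100% = response of the positive control SU9516; nearly all actives have a fitted effect of over 60% in size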
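alpha7betagal+/- myoblasts (passage 13, 250/well) treated 48 h at 37C with compounds at 1:260 dilution of DMSO stock. Lysed, then beta-galactosidase activity read as FDG fluorescence (ex 480/em 540) after 30 min, with pre-read for autofluorescence.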
ASM inhibitor: Inhibitors of Secretory Acid Sphingomyelinase (S-ASM): qHTS. hit rate 0.006% among 340,000. Potency, µM (highest dose often 57.5 µM), inactives show at the top dose activity change, negative = inhibition, actives largely listed as inhibitors. placental ASM, HMU-PC fluorogenic substrate, 60 min. AID 504937, 2011. Sphingomyelin phosphodiesterase (Homo sapiens), P17405; further: potency means the concentration at half of the fitted maximal effect
Target sequence (P17405 47-631 limits assumed): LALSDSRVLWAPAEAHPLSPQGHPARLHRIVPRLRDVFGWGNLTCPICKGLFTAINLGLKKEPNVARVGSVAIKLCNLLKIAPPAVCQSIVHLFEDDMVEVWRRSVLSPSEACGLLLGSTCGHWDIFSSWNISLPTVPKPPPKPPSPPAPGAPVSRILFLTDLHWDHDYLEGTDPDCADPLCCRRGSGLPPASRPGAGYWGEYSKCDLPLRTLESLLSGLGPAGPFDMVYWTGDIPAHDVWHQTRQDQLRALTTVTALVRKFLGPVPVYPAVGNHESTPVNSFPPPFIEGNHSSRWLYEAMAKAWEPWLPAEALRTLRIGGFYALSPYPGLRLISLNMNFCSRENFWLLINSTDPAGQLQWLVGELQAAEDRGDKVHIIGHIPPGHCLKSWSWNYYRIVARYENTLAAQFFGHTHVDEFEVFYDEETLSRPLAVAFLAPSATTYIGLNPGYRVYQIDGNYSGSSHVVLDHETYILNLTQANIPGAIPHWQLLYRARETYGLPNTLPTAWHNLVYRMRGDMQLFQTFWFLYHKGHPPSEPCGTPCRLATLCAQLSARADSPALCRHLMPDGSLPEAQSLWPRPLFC
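Fluorescence read-out (Ex 386 nm, Em 447 nm) after stopping the reaction at pH 10. Enzyme: ASM from human placenta; substrate HMU-PC0, 9 uM final; 60 min, 37 °C. Compound preincubation 10 min, ambient temperature.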
Giardia killer: Small Molecules that selectively kill Giardia lamblia: qHTS; Giardia lamblia trophozoite viability; activity change, % at 7.66 µM, hits read low; hit rate 0.15% among 340,000; in the data active means activity change below about -80%; inconclusive means between about -30% and that limit;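 further: parasites exposed to compound for two days anaerobically before the ATP read; on the % scale 0 is the no-effect control and ±100 the full control effect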
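Giardia lamblia trophozoites (100 cells/well) were incubated with compounds for 48 h at 37 deg C under anaerobic conditions. Viability was read as ATP content by one-step luminescence after 15-30 min at room temperature.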
Tb PFK block: qHTS Assay to Find Inhibitors of T. brucei phosphofructokinase; T. brucei PFK, ADP-Glo luminescence; Potency, µM (doses to about 57.5 µM), for the others: top-dose activity, negative = inhibition, actives largely listed as inhibitors; hit rate 0.17% among 330,000; AID 485367, 2010;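 further: potency means the concentration at half of the fitted maximal effect; 0% = uninhibited 1x PFK enzyme wells and -100% = no-enzyme wells; nearly all actives have a fitted effect of over 60% in size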
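Activity is normalized to no-enzyme wells (full inhibition) and 1.25 nM enzyme wells (no inhibition). Reaction: 0.5 mM F6P, 0.1 mM ATP, 45 min RT, ADP-Glo luminescence; concentration-response curves fitted and classed by quality.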
PKM2 act: qHTS Assay for Activators of Human Muscle isoform 2 Pyruvate Kinase. Pyruvate kinase PKM (Homo sapiens), P14618. purified PKM2, Kinase-Glo ATP luminescence, activation; response scale: 0% is enzyme alone, no compound. Potency, µM (top dose mostly 57.5 µM), for inactives: at the top dose activation, most hits filed as activators. hit rate 0.34% among 260,000; further: potency means the concentration at half of the fitted maximal effect; on the % scale 0 is the no-effect control and ±100 the full control effect; nearly all actives have a fitted effect of over 55% in size
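Kinase-Glo luminescence reports ATP generated from ADP (0.1 mM) and PEP (0.5 mM) by purified hPK-M2 after 1 h at room temperature, pH 7.2 imidazole buffer; intermediate enzyme activity allows detecting inhibitors and activators.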
BCR signal inh: qHTS Assay to Find Inhibitors of Chronic Active B-Cell Receptor Signaling; ABC-DLBCL IkBa-CBG/CBR reporter, luminescence ratio, 4 h; Potency, µM (doses to about 46.1 µM), for inactives: at the highest dose ratio change, negative = lower green/red ratio, actives largely listed as inhibitors; hit rate 0.05% among 340,000; AID 493014, 2011; active means well fitted inhibition curve with a large enough effect in the signal ratio, with a control signal flat, not every such curve was filed as active; inconclusive means small, poorly fitted or top-dose-only effect, or effect the other way, or a change in a side signal; the % refers to the signal ratio;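 further: potency means the concentration at half of the fitted maximal effect; plate controls were basal doxycycline-induced cells for no effect and cells given 10 µM MG132 for full effect; MG132 reads +100%, hits lower the ratio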
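Compounds up to 46 uM were incubated four hours with TMD8 cells whose green CBG68 luciferase is fused to IkappaBalpha; red CBR luminescence normalised the signal, and concentration-effect curves were fitted to fusion, red and ratio data.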
B2AR arrestin: qHTS assay of beta-arrestin-biased ligands of beta2-adrenergic receptor | Beta-2 adrenergic receptor (Homo sapiens), P07550 | beta-arrestin recruitment to beta2AR, cell-based reporter | Potency, µM (top dose mostly 46.1 µM), for the others: at the top dose activation, most hits filed as activators | hit rate 0.02% among 330,000 | AID 492947, 2010;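 further: potency means the concentration at half of the fitted maximal effect; 0% = DMSO controls and full agonism = EC100 isoproterenol or metaproterenol; nearly all actives have a fitted effect of over 65% in size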
Menin-MLL TR inh: qHTS Assay for Inhibitors Targeting the Menin-MLL Interaction in MLL Related Leukemias: Competition With Texas Red Labeled MLL-derived Mutant Peptide; Menin + Texas Red MLL mutant peptide, fluorescence polarization; Potency, µM (highest dose often 61.6 µM), for the others: at the highest dose FP activity change, negative = inhibition, usual class: inhibitors; AID 1768, 2009; hit rate 0.23% among 270,000; O00255; active means well fitted inhibition curve with a large enough effect in the polarisation, with a control signal flat, not every such curve was filed as active; inconclusive means small, poorly fitted or top-dose-only effect, or effect the other way, or a change in a side signal; inactive means no such curve, though single readings can be large or run the other way; the % refers to the polarisation; further: potency means the concentration at half of the fitted maximal effect; % of control where 0% means no effect; many of its hits are not listed in these tables
Coupling enz: qHTS Assay for Inhibitors of Fructose-1,6-bisphosphate Aldolase from Giardia Lamblia: Coupling assay counterscreen | hit rate 0.67% among 290,000 | coupling enzyme system counterscreen, AmpLite Red fluorescence | AID 2472, 2010 | activity change, negative = inhibition, % at 58.2 µM, hits read low; in the data active means activity change below about -30%; further: on the % scale 0 is the no-effect control and ±100 the full control effect
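Counterscreen lacking aldolase: glyceraldehyde-3-phosphate coupling-enzyme reagent preincubated 10 min at RT with compound (at 57.5 uM final), then substrate/coupling system with AmpLite Red added; fluorescence read at 525/598 nm after 20 min RT.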
GALK inhibitor: qHTS Assay for Inhibitors of Human Galactokinase (GALK); Purified GALK, Kinase-Glo residual ATP luminescence; hit rate 0.007% among 270,000; Potency, µM (series often up to 57.5 µM), inactives show at the highest dose activity change, negative = inhibition, actives largely listed as inhibitors; AID 1868, 2009; further: potency means the concentration at half of the fitted maximal effect; on the % scale 0 is the no-effect control and ±100 the full control effect
Target sequence (P51570 whole entry, looked up): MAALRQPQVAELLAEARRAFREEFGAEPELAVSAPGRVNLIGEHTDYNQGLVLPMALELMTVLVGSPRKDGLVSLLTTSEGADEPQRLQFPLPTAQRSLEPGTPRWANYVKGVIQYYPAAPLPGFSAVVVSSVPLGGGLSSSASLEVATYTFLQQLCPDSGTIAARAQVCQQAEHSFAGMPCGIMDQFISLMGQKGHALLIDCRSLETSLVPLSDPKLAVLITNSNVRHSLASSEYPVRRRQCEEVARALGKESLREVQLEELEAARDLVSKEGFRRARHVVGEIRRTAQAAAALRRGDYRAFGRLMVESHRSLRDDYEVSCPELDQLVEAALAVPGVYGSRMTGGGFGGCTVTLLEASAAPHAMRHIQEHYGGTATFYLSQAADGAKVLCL
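The enzyme phosphorylates galactose (100 uM) using ATP (35 uM); inhibition is detected as higher residual ATP, quantified by bioluminescence after 1 h reaction at room temperature, pH 8.0.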
An asterisk follows results filed as active; i = inactive; u = inconclusive; x = not tested or not shown; [ ] = another dose, or the depositor's remark. Unless noted, the call rests on the fitted dose curve; in most records, active means well fitted curve in the direction sought with a large enough effect; inconclusive means small, poorly fitted or top-dose-only effect, or another doubt; inactive means no such curve, though single readings can be large; an effect the other way counts as inactive or inconclusive.

SMILES	PTAP TSG101 blk	a7 integrin act	ASM inhibitor	Giardia killer	Tb PFK block	PKM2 act	BCR signal inh	B2AR arrestin	Menin-MLL TR inh	Coupling enz	GALK inhibitor
O=S(=O)(Nc1ccccc1F)c1cccc(NC(=S)NCCN2CCOCC2)c1	0%	-15%	4%	-3	7.6µM*	x	-9%	-0.1%	x	x	x
CCCCNC(=S)N(Cc1ccco1)Cc1cc2cc3c(cc2[nH]c1=O)OCCO3	-1%	-15%	6%	-12	4%	12%	-8%	-0.1%	5%	1	1%
COc1ccc(Cl)c2sc(NC(=O)C3=COCCO3)nc12	-1%	-13%	-1%	2	4%	x	u	0.2%	x	x	x
CCOc1ccc(CCNC(=O)c2nnn(CC(=O)Nc3ccc(C)cc3)c2N)cc1OCC	-5%	-1%	1%	11	-5%	x	1%	4.4%	x	x	3%
Cc1ccc(N2C(=O)N3[C@H](c4ccc(F)cc4)[C@@H]4C(=O)N(C5CCCCC5)C(=O)[C@@H]4[C@]3(C)C2=O)cc1	-4%	21%	-3%	-6	-1%	1%	u	-3.6%	44%[activator]	-3	x
Cn1c(=O)[nH]c(=O)c2c1nc(CN1CCN(Cc3ccccc3)CC1)n2CC(N)=O	-5%	17%	3%	11	-3%	3%	4%	0.2%	-1%	0	2%
Cc1cccc(Cn2c(NCCO)nc3c2c(=O)n(C)c(=O)n3C)c1	1%	-52%[inhibitor]	1%	13	-5%	3%	-2%	0.5%	9%[11.7 µM]	1	2%
O=C(NCCNc1ccc([N+](=O)[O-])cc1C(F)(F)F)c1ccccc1	-5%	-26%	-11%	3	-5%	0%	7%	-0.9%	-14%	3	-1%
CCCCCCOC1(c2ccccc2)OC(=O)c2ccccc21 (stereo unspecified)	8%	-22%	-1%	-7	1%	1%	u	-0.5%	u	4	-1%
CC(=O)Nc1cccc(NC(=O)c2ccc(Br)cc2)c1	-2%	7%	-3%	-15	-2%	-6%	u	-0.5%	15%	-6	0%
Oc1c(N=NC(=S)Nc2ccccc2F)c2ccccc2n1Cc1ccc(Cl)cc1	-7%	0%	-11%	13	3%	1%	0%	-0.1%	u	-2	1%
CS(=O)(=O)N(Cc1ccccc1)c1ccc(C(=O)Nc2cccnc2)cc1	-8%	3%	-4%	-24	4%	-1%	1%	-1.0%	27%	7	-4%
CCOC(=O)Cn1nnc(-c2ccc(SC)cc2)n1	-6%	11%	0%	-3	-1%	7%	u	-0.1%	7%	4	-3%
C[n+]1ccccc1C1CCCC/C1=N\NC(N)=S (stereo unspecified)	-6%	-7%	8%	-8	0%	0%	-3%	-0.2%	-5%	-1	-2%
CN1/C(=C\C(=O)c2cccc(S(=O)(=O)N3CCCCC3)c2)C(C)(C)c2ccccc21	-1%	-7%	40%[activator]	-10	-6%	7%	0%	-1.6%	-2%	-7	2%
CCc1ccc(N(CC)c2ncnc3nc[nH]c23)cc1	-1%	35%	-3%	-3	-2%	-5%	-1%	0.3%	2%	3	-2%
CN(C)CCC(O)c1ccccc1 (stereo unspecified)	-3%	-19%	-5%	0	1%	0%	-8%	-0.1%	x	0	-2%
CNS(=O)(=O)c1cccc(C(=O)OC2CCOC2=O)c1 (stereo unspecified)	0%	-7%	3%	-9	-2%	x	5%	-0.3%	1%	1	-1%
COc1ccc(C2=NN(C(=O)COC(=O)c3ccc(S(C)(=O)=O)c([N+](=O)[O-])c3)C(c3ccco3)C2)cc1 (stereo unspecified)	-1%	-52%[inhibitor]	u	-4	-5%	x	-1%	0.1%	x	x	x
O=C(NCc1cccs1)C1CC(=O)N(Cc2ccccc2)C1 (stereo unspecified)	-3%	37%	6%	19	-1%	x	9%	-1.3%	x	x	x
Cc1ccc(OCc2nnc(SCC(=O)Nc3sc(C)c(C)c3C#N)n2C)cc1	2%	19%	4%	-11	-2%	7%	-1%	-0.4%	6%	2	4%
Cc1nc2ccccc2c(-c2ccccc2)c1C(=O)c1ccccc1	-1%	25%	-6%	20	1%	2%	2%	0.1%	-10%	8	-3%
O=C(COc1ccc2c(-c3ccccc3)cc(=O)oc2c1)NCC(O)c1ccccc1 (stereo unspecified)	0%	-2%	-4%	-7	2%	12%	u	0.1%	-7%	3	x
O=S(=O)(N=S(N1CCCCC1)N1CCCCC1)c1ccccc1	-4%	14%	1%	15	-6%	6%	-4%	-0.6%	1%	5	6%
CC(=O)C(C(C)=O)C(c1ccccc1)c1nc2ccccc2[nH]c1=O (stereo unspecified)	0%	4%	6%	37[activator]	0%	x	0%	0.6%	-17%	3	x
COc1ccc2nc(NC(=O)CSCC(=O)Nc3cc(C)on3)sc2c1	-3%	2%	-3%	-3	-3%	x	u	0.5%	x	x	x
Cc1cccc(-n2c3nc(=O)[nH]c(=O)c-3cc3c(C)nn(-c4ccccc4)c32)c1C	-3%	7%	i	11	-4%	-5%	4%	-0.5%	0%	3	1%
c1ccc(Nc2nc(-c3ccncc3)cs2)cc1	-3%	-8%	1%	1	-8%	-3%	u	0.3%	1%	0	0%
CCn1c(C)nc2cc(C(=O)NNC(=O)[C@@H](NC(=O)c3cc(OC)cc(OC)c3)C(C)C)ccc21	0%	-3%	2%	6	8%	x	-9%	-0.2%	x	x	x
CC(=O)NC(C)c1nc2ccccc2n1CC(=O)NC(C)CCc1ccccc1 (stereo unspecified)	-2%	0%	0%	5	4%	8%	-9%	0.2%	-15%	4	-2%
C(=N/N1CCN(c2ccccc2)CC1)/c1cccs1	-7%	23%	1%	-12	4%	5%	u	-0.2%	12%	0	1%
CCOC(=O)C1=C(COC(=O)Cc2ccc(OC)c(OC)c2)NC(=O)NC1C (stereo unspecified)	-8%	35%	0%	5	3%	x	-2%	0.0%	x	x	x
CCN1CC(CNCc2cn(-c3ccc(OC)cc3)nc2-c2ccccc2Cl)CC1=O (stereo unspecified)	1%	14%	6%	6	-7%	-4%	0%	0.0%	-18%	-2	-2%
Fc1cccc(NC(=S)NCC(c2cccnc2)N2CCOCC2)c1 (stereo unspecified)	-2%	-14%	6%	-6	0%	5%	12%	-0.2%	17%	5	-1%
COc1cccc(/C=N/Nc2c(Cl)cncc2Cl)c1O	-1%	-35%	0%	-1	2%	x	0%	0.4%	5%	-6	-1%
CN(C)c1nc(SCc2ccc(Cl)cc2)nc2c1CCCC2	1%	4%	-6%	-2	0%	0%	u	0.4%	-19%	0	-1%
Cc1ccc(NC(=O)CCc2nc3ccccc3c(=O)[nH]2)cc1S(=O)(=O)N1CCOCC1	-13%	-7%	-1%	12	0%	x	9%	-0.6%	x	x	x
CC(=O)c1ccc(N2CCN(C(=O)c3ccc4ccccc4n3)CC2)cc1	-7%	17%	1%	18	-7%	-4%	2%	0.2%	-16%	8	11%
S=C(NCc1ccccc1)Nc1cccc2cnccc12	0%	-29%	5%	-1	-5%	x	11%	-0.5%	2%	-9	-1%
CCOC(=O)C1CCCN(C(=O)c2cn(C)c3ccc(S(=O)(=O)N4CCCC4)cc3c2=O)C1 (stereo unspecified)	-5%	-3%	0%	21	-3%	6%	1%	-0.2%	14%	3	0%
CCCOC(=O)Cn1c(=O)c2cc3c(=O)n(CC(=O)OCCC)c(=O)c3cc2c1=O	2%	6%	-5%	19	3%	-1%	u	-0.6%	3%	-4	-2%
CN(CCOc1ccccc1)CCOc1ccccc1	-7%	-14%	1%	-7	-1%	-7%	10%	0.5%	-10%	-1	1%
S=c1nc[nH]c2c1sc1nc(N3CCOCC3)c3c(c12)CCCC3	-1%	-22%	0%	29	-4%	-7%	3%	-0.1%	11%	3	-1%
Cc1ccccc1OCC(O)CN (stereo unspecified)	-1%	11%	5%	11	0%	-11%	2%	0.1%	0%	-1	1%

Screening results from PubChem BioAssay.

An excerpt; the hit share may differ from the screen's.
